# CYP2C19 inh: blockers of cytochrome P450 2C19 activity – biochemical, luminescence, ADME assay, primary screen. P33261. CYP2C19 Supersomes, luciferin-H EGE luminescence, 30 min. inhibition, % at 5 µM. 96,000 compounds, 21% hits. AID 778, 2007;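 active means CYP2C19 inhibition above a set limit at 5 µM in the primary screen, cut at about 50% in these data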;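 further: plate controls were negative control wells for no effect and 2.5 mM tranylcypromine positive control for full effect; values of inactives mirror those of a sister screen read the other way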
# ERa SRC1 pot: enhancers of ERα–SRC-1 coactivator binding, primary screen, biochemical, TR-FRET, ERα LBD, low estradiol | Estrogen receptor (Homo sapiens), P03372 | TR-FRET ERalpha-LBD/SRC-Cy5 coactivator binding, 2 h; 100 = basal binding, no effect | coactivator binding (% of control), % at 25.6 µM | 86,000 compounds, 1.3% hits | AID 639, 2007; in the data active means activity above about 200%;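 further: binding measured in presence of low estradiol as agonist stimulus; 0% = peptide alone without receptor and 100% = receptor with peptide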
# HUVEC prolif 384: inhibitors of HUVEC proliferation, primary screen, cell-based, 384-well; CellTiter-Glo luminescence, 72 h; active compounds read low; viability, % at 10 µM (by protocol); 86,000 compounds, 1.1% hits;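 active means viability at or below 30%; inactive means viability above 30%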;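 further: 100% = median luminescence of DMSO-only cell control wells on each plate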
# H69AR inhibit: proliferation blockers of H69AR lung cancer cells, primary screen, cell-based, human, 86K library | H69AR lung tumor viability, ATP luminescence, 72 h; active compounds read low | viability, % at 10 µM | 85,000 compounds, 6% hits | AID 598, 2007;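 active means viability at or below 40%; inactive means viability above 40%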;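 further: multidrug resistant small cell line overexpressing MRP-1 efflux transporter; 100% = mean luminescence of untreated control wells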
# Lung fibro prol: antiproliferative effect on LL 47 fibroblasts – human, LL 47 cells, CellTiter-Glo luminescence, primary screen. 85,000 compounds, 1.1% hits. LL 47 human lung fibroblast viability, ATP luminescence; active compounds read low. viability, % at 10 µM;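 active means viability at or below 50% in the single dose screen; inactive means viability above 50%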;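 further: compound exposure lasted 72 h before the ATP readout; 100% = median luminescence of untreated cell-only wells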
#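 Benchmarks: Cell-only wells, no compound | Test system: LL 47 human lung fibroblasts, passage 12 or lower | Input: 1,150 cells/well | Measured by: CellTiter-Glo luminescence measuring cellular ATP | Medium: IMEM, 15% FBS supplement | Schedule: Overnight attachment after seeding, then 72 h compound exposure at 37 °C | Doses: Compound addition at 0.1% DMSO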
# Mac1 fbg inh: inhibitors of CD11b/CD18 adhesion to fibrinogen, primary screen, K562 cells, luminescence. 93,000 compounds, 0.54% hits. Integrin beta-2 (Homo sapiens) + Integrin alpha-M (Homo sapiens), P05107+P11215. ATPlite luminescence; Mn2+ added to activate the integrin. inhibition, % at 10 µM;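 active means primary inhibition of 50% or more at 10 µM, then 40% or more on retest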; further: some results filed as inactive read as strong as hits
# Target sequence (P05107 whole entry, looked up, other chains not shown): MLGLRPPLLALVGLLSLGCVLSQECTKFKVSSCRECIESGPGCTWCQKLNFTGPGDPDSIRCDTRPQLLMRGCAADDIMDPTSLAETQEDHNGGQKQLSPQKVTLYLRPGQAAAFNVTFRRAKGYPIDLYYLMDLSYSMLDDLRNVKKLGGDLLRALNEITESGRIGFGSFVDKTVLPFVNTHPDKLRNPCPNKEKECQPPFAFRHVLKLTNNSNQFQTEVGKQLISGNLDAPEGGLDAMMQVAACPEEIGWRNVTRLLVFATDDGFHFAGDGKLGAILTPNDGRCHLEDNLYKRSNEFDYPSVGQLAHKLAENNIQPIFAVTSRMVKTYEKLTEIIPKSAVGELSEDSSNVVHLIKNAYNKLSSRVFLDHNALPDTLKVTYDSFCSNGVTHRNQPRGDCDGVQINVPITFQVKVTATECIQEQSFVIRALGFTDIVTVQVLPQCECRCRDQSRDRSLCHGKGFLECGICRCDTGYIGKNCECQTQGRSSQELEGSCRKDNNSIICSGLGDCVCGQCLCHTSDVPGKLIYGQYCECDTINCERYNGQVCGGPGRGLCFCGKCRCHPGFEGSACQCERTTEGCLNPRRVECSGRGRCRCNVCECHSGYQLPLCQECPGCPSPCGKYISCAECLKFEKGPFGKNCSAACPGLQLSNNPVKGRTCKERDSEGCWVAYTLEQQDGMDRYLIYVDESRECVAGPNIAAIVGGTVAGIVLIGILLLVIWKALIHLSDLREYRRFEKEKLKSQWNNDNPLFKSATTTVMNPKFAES
# ERa SRC1 inh: ERα–SRC-1 coactivator interaction inhibitors, primary screen, biochemical, TR-FRET, ERα LBD, estradiol-bound | TR-FRET ER-alpha LBD / SRC-1 peptide | Estrogen receptor (Homo sapiens), P03372 | 86,000 compounds, 1.7% hits | inhibition, % at 25.6 µM; in the data active means inhibition above about 50%;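 further: 0% = receptor plus peptide control and 100% = peptide only without receptor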
# CD11b adhes enh: enhancers of CD11b/CD18 adhesion to fibrinogen, primary screen, K562 cells, luminescence | Integrin beta-2 (Homo sapiens) + Integrin alpha-M (Homo sapiens), P05107+P11215 | ATPlite luminescence | activation, % at 10 µM | 93,000 compounds, 0.07% hits | AID 1499, 2009;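 active means 10 µM primary screen giving 50% or more activity, confirmed by 40% or more on retest at that dose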; further: strong numbers were not always called active
# CYP2C19 act: human CYP2C19 activators, primary screen, biochemical, luminescence; AID 1025, 2008; recombinant CYP2C19, luciferin-H EGE luminescence; active compounds read high; 0 = fully inhibited enzyme, 1 = untreated enzyme; 96,000 tested, under 10 active; activation factor at 5 µM; Cytochrome P450 2C19 (Homo sapiens), P33261;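 active means activation factor of at least 2 at 5 µM in the primary screen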;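 further: 0 = wells with 2.5 mM tranylcypromine and 1 = vehicle-only wells; values of inactives mirror those of a sister screen read the other way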
# * marks the source's active call; other numbers are inactive results; x = no result given; + = active, no number; [ ] = remark or other dose.
SMILES,CYP2C19 inh,ERa SRC1 pot,HUVEC prolif 384,H69AR inhibit,Lung fibro prol,Mac1 fbg inh,ERa SRC1 inh,CD11b adhes enh,CYP2C19 act
CCn1c(SCC(=O)Nc2ccccc2)nc2c1c(=O)n(C)c(=O)n2C,x,87,99,89,94,x,7,x,x
CCN(CC)CC(O)COc1ccccc1C(=O)CCc1ccccc1 (stereo not drawn),60*,116,87,70,95,0,-2,-3,0.4
COc1ccccc1NC(=O)CN1CCN(CC(=O)Nc2cc(NC(C)=O)ccc2OC)CC1,41,90[fluorescence artefact?],95,73,97,x,5,x,0.6
COc1ccc(C)cc1-n1nnnc1SCC(=O)c1cc(C)n(Cc2ccco2)c1C,99*,130[fluorescence artefact?],92,85,98,-9,56*[fluorescence artefact?],-3,0
CC(=O)Nc1nonc1-c1nc2ccccc2n1Cc1ccccc1,-13,x,x,x,x,-3,x,7,1.1
CC1Cc2ccccc2N1C(=O)Cn1c(=O)oc2cc(S(=O)(=O)NC3CCCC3)ccc21 (stereo not drawn),31,101,75,91,86,3,4,8,0.7
CCOc1cc(S(=O)(=O)N2CCN(c3ccc(F)cc3)CC2)c(OCC)cc1-n1cnnn1,-4,119,68,52,102,-4,-21,-3,1
O=C1c2ccccc2N2C(=O)c3ccccc3[C@H]2N1c1ccccc1,2,109,89,66,94,-44,-5,0,1
O=C(Nc1cccc(-c2nc3ncccc3o2)c1)c1cc2ccccc2o1,26,186[fluorescence artefact?],49,16*,108,-7,44[fluorescence artefact?],1,0.7
CN(CC(=O)NC1CCCCCCC1)S(=O)(=O)c1cccc2cccnc12,75*,115,102,77,101,-6,-6,2,0.2

# A different layout for some results above:
# The line under a structure holds: CYP2C19 inh, ERa SRC1 pot, HUVEC prolif 384, H69AR inhibit, Lung fibro prol, Mac1 fbg inh, ERa SRC1 inh, CD11b adhes enh, CYP2C19 act
O=C(Nc1cccc(-c2nc3ncccc3o2)c1)c1cc2ccccc2o1
 : 26, 186[fluorescence artefact?], 49, 16*, 108, -7, 44[fluorescence artefact?], 1, 0.7
CN(CC(=O)NC1CCCCCCC1)S(=O)(=O)c1cccc2cccnc12
 : 75*, 115, 102, 77, 101, -6, -6, 2, 0.2

# Next compounds follow:
SMILES,CYP2C19 inh,ERa SRC1 pot,HUVEC prolif 384,H69AR inhibit,Lung fibro prol,Mac1 fbg inh,ERa SRC1 inh,CD11b adhes enh,CYP2C19 act
Cc1ccc2nc(C(O)C(O)c3nc4ccc(C)cc4[nH]3)[nH]c2c1 (stereo not drawn),32,109,83,87,97,-10,1,9,0.7
CCOC(=O)CN(C(=O)CSc1nnc(Cc2ccccc2)n1-c1ccc(C)cc1)c1ccccc1,x,86,94,62,97,x,2,x,x
CCn1c2ccccc2c2nc3cc(S(=O)(=O)N4CCOCC4)ccc3nc21,22,94[fluorescence artefact?],90,6.1*,84,57*,-7[fluorescence artefact?],-4,0.8
C=CCC(NC(C)c1ccccc1)c1ccco1 (stereo not drawn),0,97,107,95,107,x,-2,x,1
CCOc1ccc(N2C(=O)CC(n3nc(C)cc3C)C2=O)cc1 (stereo not drawn),x,114[fluorescence artefact?],91,87,100,x,-8,x,x
CC1=C(C)CC(C(=O)NCCc2ccccc2)C(C(=O)O)C1 (stereo not drawn),15,98,98,52,96,-7,-4,-1,0.8
Cc1ccc(C(C(=O)NC2CCCC2)N(C(=O)Cc2cccs2)c2ccc3c(c2)OCCO3)cc1 (stereo not drawn),15,x,x,x,x,16,x,4,0.9
CCN(C(=O)CCS(=O)(=O)c1ccc(Br)cc1)c1ccc2c(c1)OCO2,67*,112,107,100,112,-3,-1,3,0.3
O=C(CN1C(=O)c2cccc3cccc(c23)C1=O)N1CCN(Cc2ccc3c(c2)OCO3)CC1,32,x,x,x,x,-11,x,1,0.7
COc1ccc(-n2c(SCCC(=O)O)nnc2-c2ccncc2)cc1,24,111,88,101,94,2,-2,-1,0.8
CC(Sc1nnc(Cn2c(=O)sc3ccccc32)n1C)c1ccccc1 (stereo not drawn),x,88,91,93,95,x,2,x,x
CCOc1ccccc1C(=O)Nc1ccc(-c2nnc(-c3ccc(C)cc3)o2)cc1,x,96[fluorescence artefact?],102,99,101,x,7[fluorescence artefact?],x,x
COc1ccc(-n2c(SCC(=O)Nc3ccccc3)nnc2-c2ccc(NS(=O)(=O)c3ccc(C)cc3)cc2)cc1,3,x,x,x,x,-35,x,0,1
COCCN(CCOC)Cc1c(C)[nH]c2c(C)c(C)ccc2c1=O,9,123,93,87,104,4,-10,-1,0.9
CCN(CC)S(=O)(=O)c1cccc(-c2nnc(SCCCC(=O)c3ccc(F)cc3)o2)c1,95*,578*[fluorescence artefact?],102,37*,93,13,1,-2,0
CCn1c(=O)cc(SCC(=O)Nc2ccc(OC)c(OC)c2)c2ccccc21,60*,100,86,78,102,45,-5,-4,0.4
O=C(Nc1nc2nc(-c3ccccc3)cc(-c3ccccc3)n2n1)c1ccco1,3,x,x,x,x,-8,x,-2,1
CCC(CO)n1c(SCc2cc(=O)oc3cc(C)ccc23)nc2ccccc2c1=O (stereo not drawn),97*,85[fluorescence artefact?],90,89,101,2,-9,1,0
C/C=C/COc1nc2c(c(=O)n(C)c(=O)n2C)n1C,x,109,45,87,100,x,-7,x,x
COc1ccc(OC)c(S(=O)(=O)Nc2c(F)cccc2F)c1,26,115,97,84,96,18,0,-1,0.7
CCC(NC(=O)c1cccc(Cn2cc([N+](=O)[O-])cn2)c1)c1ccc(C(C)C)cc1 (stereo not drawn),44,x,x,x,x,21,x,-3,0.6
O=C(NC1=NCCS1)c1cccc(NC(=O)c2ccco2)c1,4,96,92,101,101,x,21,x,1
CCSc1nnc(-c2ccc(S(=O)(=O)NCc3cccs3)cc2)o1,13,130,109,84,105,1,1,0,0.9
CCCn1c(CCC(=O)Nc2ccccc2Cc2ccccc2)nc2cc(S(=O)(=O)N3CCOCC3)ccc21,28,116,107,39*,90,-3,-5,-4,0.7
CCC(C)(C)n1nnnc1C(c1ccc(OC)c(OC)c1)N1CCN(c2ccc(OC)cc2)CC1 (stereo not drawn),57*,107,100,102,91,-4,-12,-3,0.4
CCCC(=O)Nc1ccc2nc(SCC(=O)Nc3ccc(N4CCOCC4)c(Cl)c3)sc2c1,40,x,x,x,x,1,x,-1,0.6
CC(C)OC(=O)CC12CN3CC(CC(=O)OC(C)C)(CN(C1)C(=O)c1ccccc1C3=O)C2=O,20,119,88,95,x,1,-14,-5,0.8
CCOC(=O)CSc1nnc(CCc2nc3ccccc3[nH]2)n1C,0,111,103,94,100,-20,-1,11,1
CCCCN1C(=S)SC(C)(C)C1/[N+]([O-])=C/c1cccnc1 (stereo not drawn),31,103,91,105,99,x,-3,x,0.7
CNC(=O)c1nnc(Cc2ccc(Cl)cc2)o1,45,109,104,98,95,-15,-4,8,0.5
CN(C)c1ccc(C(=O)N2CC(=O)N(CCc3ccccc3)C(=O)C2)cc1,35,117,99,93,103,0,-6,-3,0.7
CCC(c1nnnn1Cc1ccco1)N(Cc1ccccc1OC)Cc1cc2cc(C)ccc2[nH]c1=O (stereo not drawn),49,107,81,79,86,8,3,1,0.5
CC(OC(=O)c1cc2sccc2n1C)C(=O)NCC1CCCO1 (stereo not drawn),33,127,105,102,100,0,-5,-3,0.7
O=S(=O)(NCCc1csc(-c2ccccc2)n1)c1ccc2c(c1)OCCO2,89*,104,100,80,96,11,-13,1,0.1
CCOC(=O)c1c(CN2CCOCC2)n(-c2ccccc2)c2ccc(O)cc12,32,82[fluorescence artefact?],87,72,82,-4,-10[fluorescence artefact?],10,0.7
COc1cccc(C(O)c2nc3ccccc3n2C(C)C)c1 (stereo not drawn),91*,96,103,108,102,0,-10,0,0.1
CCOCCCNC(=O)c1ccc2c(c1)OCO2,-8,139,88,96,95,0,-9,-2,1.1
O=c1ccc(/C=C/c2ccccc2)nn1Cc1ccc(Cl)cc1Cl,27,+[fluorescence artefact?],95,99,103,-2,-3,9,0.7
Cc1cc(C)n(-c2nc(SCC(=O)NCC3CCCO3)c3c4c(sc3n2)CCCC4)n1 (stereo not drawn),63*,100,70,71,76,5,9,0,0.4
CCOC(=O)c1sc2nc(NC(=O)C3CC3)sc2c1C,53*,170[fluorescence artefact?],97,87,110,10,23,1,0.5
CN(C)S(=O)(=O)c1cccc(NC(=O)Cn2cnc3ccccc3c2=O)c1,43,99,105,98,105,7,2,-1,0.6
Cn1cnnc1SC(C(=O)Nc1cc(Cl)cc(Cl)c1)c1ccccc1 (stereo not drawn),-12,92,70,91,95,0,-1,-6,1.1
CCCc1cc(=O)[nH]c(Nc2cc(OC)ccc2OC)n1,3,106[fluorescence artefact?],93,92,105,-10,6,2,1
CC(C)c1nc(SCC(=O)c2ccccc2)c2c(=O)n(C)c(=O)n(C)c2n1,-2,x,x,x,x,9,x,-2,1
CCNS(=O)(=O)c1ccc(OCCNS(C)(=O)=O)cc1,-17,105[fluorescence artefact?],85,87,94,-3,-21,-1,1.2
O=C(CCSCCc1ccccn1)Nc1ccc(Br)cn1,27,100,93,99,102,-13,24,-2,0.7
O=C(CCC(=O)OCC(=O)c1ccc(F)cc1)NC1CCCCC1,29,113,97,102,102,-13,9,-2,0.7
CN(C(=O)CSc1nc(N)nn1-c1ccccc1)c1ccccc1,84*,115,103,98,95,-1,-4,0,0.2
COc1ccc(OC)c(NC(=O)c2ccc(NC(C)=O)cc2)c1,-1,102,99,80,108,-8,0,-5,1
COc1cccc(NC(=O)CSc2nnc(Cn3c(=O)sc4ccccc43)n2C)c1,x,93[fluorescence artefact?],90,76,94,x,4,x,x
# Other results:
SMILES,CYP2C19 inh,ERa SRC1 pot,HUVEC prolif 384,H69AR inhibit,Lung fibro prol,Mac1 fbg inh,ERa SRC1 inh,CD11b adhes enh,CYP2C19 act
Cn1c(=O)cc(OCC(=O)NCc2cccnc2)c2ccccc21,-4,133,88,80,94,x,-2,x,1
O=c1c2ccc(Cl)cc2nc(-c2cccc(C(F)(F)F)c2)n1O,11,x,x,x,x,69*,x,-8,0.9
CCOc1ccc(-c2noc(CCCC(N)=O)n2)cc1OC,0,107,84,90,90,-9,-3,-9,1
O=C(CSc1nnc(-c2ccccc2)o1)Oc1ccc(Br)cc1,-2,123,86,93,99,-22,10[fluorescence artefact?],1,1
O=C(CSc1nnc(-c2cccnc2)o1)OC1CCCCC1,-5,111,95,83,100,-6,4,6,1
COC(=O)c1ccc(COc2nc(C)cc(C)c2C#N)o1,70*,x,x,x,x,13,x,1,0.3
COc1ccccc1/C=N/N(C(C)=O)c1nc(-c2ccc(F)cc2)cs1,24,x,x,x,x,10,x,4,0.8
Cc1nc(C)c(C(=O)N(c2ccc(C)c(C)c2)C(C(=O)NCc2ccco2)c2ccccc2)s1 (stereo not drawn),8,x,x,x,x,9,x,-2,0.9
CCC1(C)Cc2c(sc3c2c(=O)n(-c2ccccc2)c(=O)n3C)CO1 (stereo not drawn),23,x,x,x,x,0,x,-2,0.8

# Bioassay records as filed in PubChem.
